High-throughput results: PubChem BioAssay, several laboratories
TRPC6 activator: activators of mouse TRPC6 channel | AID 2550 | HEK293-TRPC6 membrane potential dye fluorescence; stronger effect = higher value | hit rate 0.13% among 310,000 | B-score at 10 µM;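 active means B-score of the integrated fluorescence ratio above library mean plus 3 SD, and starting fluorescence ratio within library mean plus 5 SD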;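 further: higher score means more depolarization so channel activation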
MrgX1 antag: blocks BAM8-22 activation of human MrgX1 receptor; Q96LB2; MRGX1-HEK293 calcium flux, Fluo-4, BAM8-22 antagonism; stronger effect = lower value; B-score at 10 µM; hit rate 1.3% among 310,000; AID 588676;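 active means calcium-response B-score plate-corrected more than 3 library SD below zero, starting fluorescence within 5 deviations, no agonist response on first addition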;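 further: peak minus trough fluorescence over baseline after final BAM8-22 challenge near maximal dose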
TRPC6 inhibitor: inhibitors of mouse TRPC6 channel | HEK293-TRPC6, membrane potential dye, ACh-evoked depolarization; stronger effect = lower value | B-score at 10 µM | hit rate 1.1% among 310,000 | AID 2553;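 active means B-score under library mean minus 3 SD, initial fluorescence not abnormally high, positive integrated signal ratio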;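 further: B-score derived from integrated fluorescence ratio over the kinetic read; more negative B-score means stronger inhibition of depolarization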
SKKanGAS inh: inhibitors of SKKanGAS S. pyogenes growth in kanamycin (SK-promoter or general growth effect). inhibition, % at 7.5 µM. hit rate 1.3% among 300,000. BacTiter-Glo, 6 h;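 active means mean replicate score, as percent of positive control median, at least 50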;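 further: strain carries kanamycin resistance gene driven by streptokinase promoter and grows in 40 µg/ml kanamycin; loss of luminescence reflects streptokinase promoter inhibition or plain growth inhibition; 0% = median of DMSO wells and 100% = positive control at its reference dose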
RGS4 block: human RGS4 inhibition | hit rate 0.45% among 310,000 | B-score at 10 µM | P49798 | AID 463165 | HEK293 M3R/RGS4 inducible, Fluo-4 calcium flux; stronger effect = higher value; triggered by carbachol at its EC20;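 active means B-score, a plate-corrected calcium signal, over three deviations above library mean, with baseline fluorescence within five deviations of library mean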;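 further: RGS4 expression induced by doxycycline in cells with stable M3 receptor; B-score is computed from the integrated fluorescence ratio over baseline after carbachol; higher B-score means a larger calcium signal and so more RGS4 inhibition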
MrgX1 PAM: allosterically activates human MrgX1 receptor signaling; MrgX1-HEK293, Fluo-4 calcium flux, FDSS; stronger effect = higher value; B-score at 10 µM; hit rate 0.63% among 310,000; AID 588675;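 active means plate-corrected calcium response at least 3 library SD above typical, normal starting fluorescence, not activating the receptor alone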;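 further: compound read alongside a low EC10 to EC30 dose of BAM8-22 agonist; peak minus trough fluorescence over baseline measured at the second addition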
ANO1 activ: activators or potentiators of mouse TMEM16A chloride channel; Q8BHY3; HEK293 TMEM16A/YFP-H148Q/I152L, iodide quench fluorescence; stronger effect = lower value; B-score at 10 µM; hit rate 0.3% among 340,000; AID 623877;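 active means fluorescence-ratio B-score plate-corrected deviation score at least 3 library SD below zero, with starting fluorescence score within 5 deviations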;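 further: channel opened by trigger with iodide after compound preincubation; score built on the fluorescence ratio of max minus min over baseline; more negative score means more quench and so TMEM16A activation or potentiation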
Target sequence (Q8BHY3 whole entry, looked up): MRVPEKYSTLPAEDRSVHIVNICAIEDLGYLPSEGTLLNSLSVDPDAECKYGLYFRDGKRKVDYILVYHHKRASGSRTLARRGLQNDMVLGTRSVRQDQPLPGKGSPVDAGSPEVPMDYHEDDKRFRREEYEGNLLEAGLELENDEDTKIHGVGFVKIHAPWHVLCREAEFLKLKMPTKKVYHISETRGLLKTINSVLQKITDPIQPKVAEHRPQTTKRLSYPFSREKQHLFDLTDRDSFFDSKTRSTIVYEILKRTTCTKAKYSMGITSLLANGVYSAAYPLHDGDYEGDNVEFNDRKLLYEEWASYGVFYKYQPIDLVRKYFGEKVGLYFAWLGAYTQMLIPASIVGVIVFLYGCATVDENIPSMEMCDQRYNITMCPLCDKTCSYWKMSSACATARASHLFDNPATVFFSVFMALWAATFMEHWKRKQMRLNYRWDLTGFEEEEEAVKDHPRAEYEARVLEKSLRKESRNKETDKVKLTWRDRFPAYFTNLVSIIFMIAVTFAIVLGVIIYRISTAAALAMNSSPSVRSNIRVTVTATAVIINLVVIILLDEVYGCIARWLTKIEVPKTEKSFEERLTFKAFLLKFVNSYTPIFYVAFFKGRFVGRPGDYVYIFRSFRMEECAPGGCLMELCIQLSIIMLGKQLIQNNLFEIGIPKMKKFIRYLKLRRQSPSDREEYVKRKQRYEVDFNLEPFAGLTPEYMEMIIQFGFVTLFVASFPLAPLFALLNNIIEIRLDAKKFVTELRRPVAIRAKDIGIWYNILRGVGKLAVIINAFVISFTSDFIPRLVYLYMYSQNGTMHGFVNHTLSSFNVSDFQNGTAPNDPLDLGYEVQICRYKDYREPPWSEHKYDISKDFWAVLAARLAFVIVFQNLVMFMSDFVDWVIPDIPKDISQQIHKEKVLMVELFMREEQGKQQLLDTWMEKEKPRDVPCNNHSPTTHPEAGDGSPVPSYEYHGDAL
ANO1 block: inhibitors of mouse TMEM16A calcium-activated chloride channel; Q8BHY3; HEK293 TMEM16A/YFP iodide influx fluorescence, ionomycin; normalized B-score (activity score, 25-100; higher = stronger inhibition) at 10 µM; hit rate 1.2% among 310,000;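 active means ratio plate-corrected score three or more library SD toward inhibition, starting fluorescence score within five deviations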;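 further: score derived from kinetic fluorescence span divided by baseline fluorescence per well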
MrgX1 ag: agonists of human MrgX1 receptor; MrgX1-HEK293 cells, Fluo-4 calcium fluorescence, agonist mode; stronger effect = higher value; B-score at 10 µM; hit rate 0.44% among 310,000; AID 588627;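 active means calcium response B-score plate-corrected fluorescence ratio at least 3 library SD, with starting fluorescence B-score inside 5 SD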
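Material: MrgX1-expressing HEK293 cells; input: 15,000 cells per well; doses: test compound given as first of three sequential additions; schedule: overnight plating before 1 h dye loading; technique: Fluo-4 NW calcium-flux fluorescence, kinetic read; evaluation: baseline-normalised fluorescence change ratio, B-scored; control set: plate-wise positive and negative controls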
RGS4 pot: potentiators or activators of RGS4; B-score at 10 µM; HEK293 M3R/inducible RGS4, carbachol calcium flux Fluo4; stronger effect = lower value; hit rate 0.92% among 310,000;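 active means B-score of the integrated calcium signal more than 4 SD below the library mean, with starting fluorescence not abnormally high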;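 further: negative B-score means reduced calcium response which marks RGS4 activation or potentiation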
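test system = HEK293 cells with stable M3R and inducible RGS4 | schedule = recording 10 s baseline at 1 Hz, 100 s post-agonist | technique = Fluo4-AM (2 µM) calcium-flux fluorescence, kinetic read | measure = Agonist-evoked peak-minus-minimum fluorescence over baseline, integrated ratio, B score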
HDAC3 inh: inhibitors of human histone deacetylase 3; hit rate 0.15% among 320,000; recombinant HDAC3, fluorogenic peptide/trypsin coupled, fluorescence; inhibition, % at 8.3 µM; in the data active means inhibition above about 26%, passing the limit was not always enough
An asterisk follows results filed as active; i = inactive; nt = no result given.

SMILES	TRPC6 activator	MrgX1 antag	TRPC6 inhibitor	SKKanGAS inh	RGS4 block	MrgX1 PAM	ANO1 activ	ANO1 block	MrgX1 ag	RGS4 pot	HDAC3 inh
COc1cccc(NC(=O)CC2C(=O)NCCN2C(=S)Nc2ccc(F)cc2)c1 (stereo unspecified)	i	i	i	-9	i	i	i	i	i	i	0
O=C(Nc1ccccc1Cl)Oc1ccc(Cl)cc1Cl	i	i	i	-1	i	i	i	i	i	i	5
CCOC(=O)COc1ccccc1/C=C1/NC(=O)NC1=O	i	i	i	1	i	i	i	i	i	i	4
COC(=O)[C@H](CCSC)NC(=O)NC1CCN(Cc2ccccc2)CC1	i	i	i	-4	i	i	i	i	i	i	0
Cc1ccc(S(=O)(=O)N2CCCC(C)C2)cc1 (stereo unspecified)	i	i	i	0	i	i	i	i	i	i	-4
COc1ccc(N2CCN(CCC(=O)c3ccc4ccccc4c3)CC2)cc1	i	i	i	-2	i	i	i	i	i	i	-6
CCOC(=O)c1ccccc1NC(=O)CN(c1ccccc1OCC)S(C)(=O)=O	i	i	i	0	i	i	i	i	i	i	-5
Cc1nc(SCC(=O)O)c(C#N)c(-c2ccco2)c1C(=O)N(C)C	i	i	i	-6	i	i	i	i	i	i	11
O=C(/C=C/c1ccco1)NC(=S)Nc1cccc(-c2nc3ccccc3s2)c1	i	i	i	-4	i	i	i	i	i	i	-4
COCCCNC(=O)c1ccc2c(=O)n(Cc3ccccc3OC)c(=S)[nH]c2c1	i	i	i	7	i	i	i	i	i	i	1
Cc1cc2cc(C#N)c(NCCNC(=S)NCCCN3CCOCC3)nc2cc1C	i	i	i	-3	i	i	i	i	i	i	-18
CCCCSc1nnc(-c2ccccc2NC(C)=O)c(=O)[nH]1	i	i	i	7	i	i	i	i	i	i	-2
COc1ccc(NC(=O)C2CCC(=O)N2S(=O)(=O)c2ccc(C)cc2)c(OC)c1 (stereo unspecified)	i	i	i	nt	i	i	i	i	i	i	0
Cc1ccc(N2C(=O)C3C4C=CC(CNC(=S)N5CCN(c6cccc(C)c6)C(C)C5)(O4)C3C2=O)cc1 (stereo unspecified)	i	i	i	-9	i	i	i	i	i	i	nt
C=CCc1cc(OC)ccc1OCCCCn1cncn1	i	i	i	10	i	i	i	i	i	i	1
NC(=O)c1ccccc1NC(=O)Nc1ccc(F)c(Cl)c1	i	i	i	-9	i	i	i	i	i	i	3
CC1CCCN(S(=O)(=O)c2cc3c4c(c2)CCN4C(=O)CC3)C1 (stereo unspecified)	i	i	i	12	i	i	i	i	i	i	0
CCOC(=O)c1ccc(NC(=O)c2nc[nH]c2C(=O)N[C@@H](Cc2ccccc2)C(=O)OC(C)(C)C)cc1	i	i	i	56*	i	i	i	i	i	i	2
CCc1ccccc1NC(=O)CCc1nc(-c2ccc(C)cc2)no1	i	i	i	-10	i	i	i	i	i	i	1
Cc1cc(CN(C)C(=O)CCc2nnc(Cc3cccc(C(F)(F)F)c3)o2)on1	i	i	i	-3	i	i	i	i	i	i	6
O=C1NC(c2cccc(Cl)c2)Oc2ccccc21 (stereo unspecified)	i	i	i	2	i	i	i	i	i	i	6
O=C(CSc1nnc(NC(=O)c2ccc3c(c2)OCO3)s1)NCc1ccco1	i	i	i	nt	i	i	i	i	i	i	8
O=C(NC1CCCCC1)c1ccc(NS(=O)(=O)c2cccc3cccnc23)cc1	i	i	i	20	i	i	i	i	i	i	-3
Fc1ccc(COc2ccccc2-c2ccnc3ncnn23)cc1	i	i	i	0	i	i	i	i	i	i	-14
CCOc1ncccc1C(=O)Nc1ccccc1F	i	i	i	4	i	i	i	i	i	i	nt
SMILES	TRPC6 activator	MrgX1 antag	TRPC6 inhibitor	SKKanGAS inh	RGS4 block	MrgX1 PAM	ANO1 activ	ANO1 block	MrgX1 ag	RGS4 pot	HDAC3 inh
Clc1ccc(-c2ccc(C=Nc3ccc(N4CCOCC4)cc3)o2)cc1	i	i	i	4	i	i	i	i	i	i	-1
COc1ccc(CNCc2ccc3ccccc3c2)c(OC)c1	i	i	i	4	i	i	i	i	i	i	3
O=C(N/N=C/c1cccc(NC(=O)c2ccc(Cl)cc2)c1)c1ccc(O)cc1	i	i	i	-2	i	i	i	i	i	i	nt
Cc1ccccc1OCCSc1nnc(-c2ccncc2)n1C	i	i	i	-1	i	i	i	i	i	i	7
O=C(Nc1cccc(-c2nc3ccccc3[nH]2)c1)c1ccc(C(=O)Nc2cccc(-c3nc4ccccc4[nH]3)c2)cc1	i	i	i	64*	i	i	i	i	i	i	1
O=C(COC(=O)C12CC3CC(CC(C3)C1)C2)Nc1ccccc1F	i	i	i	-5	i	13*	i	i	i	i	7
CC(C)(C)OC(=O)N1CCN(CCNC(=O)c2ccccc2)CC1	i	i	i	-1	i	i	i	i	i	i	2
CC(=O)OCC1OC(n2cc(F)c(=O)[nH]c2=O)C(OC(C)=O)C1OC(C)=O (stereo unspecified)	i	i	i	12	i	i	i	i	i	i	-2
CNC(=O)CSc1nnc(COc2ccc([N+](=O)[O-])cc2)n1C	i	i	i	-4	i	i	i	i	i	i	-3
CCOc1ncccc1C(=O)N(CC)CC(=O)NCc1ccc(F)cc1	i	i	i	-4	i	i	i	i	i	i	-4
O=C(COC(=O)c1ccco1)c1ccc(S(=O)(=O)N2CCCCC2)cc1	i	i	i	4	i	i	i	i	i	i	1
Cc1ccc(Nc2cc(C)c3ccc(O)cc3n2)cc1C	i	i	i	-5	i	10*	i	i	i	i	nt
CN(C)c1cccc(N(C)C)c1CNC(=O)NC(=O)c1c(F)cccc1F	i	i	i	8	i	i	i	i	i	i	9
O=c1c2ccc(Cl)cc2[nH]c(=S)n1CCC1=CCCCC1	i	i	i	3	i	i	i	i	i	i	-12
CCCCC(c1nnnn1CS(=O)(=O)c1ccc(C)cc1)N1CCN(C)CC1 (stereo unspecified)	i	i	i	1	i	i	i	i	i	i	4
O=C(NNS(=O)(=O)c1ccccc1[N+](=O)[O-])c1ccncc1	i	i	i	3	i	i	i	i	i	i	0
O=C(c1ccc(F)cc1)N1CCC(C(=O)N2CCN(S(=O)(=O)c3cccc(F)c3)CC2)CC1	i	i	i	4	i	i	i	i	i	i	0
Cc1ccc(C(=O)CNc2ccc(Cl)cc2)cc1	i	i	i	-17	i	i	i	i	i	i	-5
COc1ccc(C2CC(c3ccccc3O)=NN2c2ccccc2)cc1 (stereo unspecified)	i	i	i	14	i	i	i	i	i	i	-1
COc1cccc(N2C(=O)c3ccncc3C2=O)c1	i	i	i	-3	i	i	i	i	i	i	0
O=C(NCCn1cccn1)c1ccc(OC2CCN(CCc3ccccc3)CC2)cc1	i	i	i	1	i	i	i	i	i	i	-1
O=C(Nc1cccc(N2C(=O)C3C4C=CC(C4)C3C2=O)c1)c1cccs1 (stereo unspecified)	i	i	i	-12	i	i	i	i	i	i	0
Cc1ccccc1NC(=S)N(CCCN1CCOCC1)Cc1cccs1	i	i	i	-2	i	i	i	i	i	i	3
COC(=O)c1c(C(=O)OC)c2oc3ccccc3n2c1Cl	i	i	i	-10	i	i	i	i	i	i	-6
COc1ccc(NC(=O)CN(C)C(=O)CCc2ccccc2)cc1	i	i	i	-1	i	i	i	i	i	i	-1
SMILES	TRPC6 activator	MrgX1 antag	TRPC6 inhibitor	SKKanGAS inh	RGS4 block	MrgX1 PAM	ANO1 activ	ANO1 block	MrgX1 ag	RGS4 pot	HDAC3 inh
c1ccc2c(c1)nc(-c1ccncc1)n2CCNc1nc(CN2CCCCC2)cs1	i	i	i	2	i	i	i	i	i	i	-7
CCC(=O)NC(=S)Nc1cccc(NC(=O)c2ccco2)c1	i	i	i	0	i	i	i	i	i	i	3
N#CCCn1c(SCC(=O)N2CCN(S(=O)(=O)c3ccccc3)CC2)nc2ccccc21	i	i	i	-3	i	i	i	i	i	i	3
COc1ccc(-c2nc3nc(C)cc(C)n3n2)cc1	i	i	i	-7	i	i	i	i	i	i	-32
CC(C)CN(Cc1cc2ccccc2[nH]c1=O)C(=O)c1cccnc1	i	i	i	-3	i	i	i	i	i	i	-1
COc1ccc(-c2cc(-c3cc(F)ccc3O)[nH]n2)cc1OC	i	i	i	-16	i	i	i	i	i	i	-1
CC1=C(C(=O)OCc2ccccc2)C(c2ccccc2OS(=O)(=O)c2ccccc2[N+](=O)[O-])NC(=O)N1CCCC(=O)O (stereo unspecified)	i	i	i	10	i	i	nt	i	i	i	0
CCn1cc(C(=O)NCC2CCCO2)c(=O)c2cc(S(=O)(=O)N3CCCCCC3)ccc21 (stereo unspecified)	i	i	i	-9	i	i	i	i	i	i	0
CC(=O)Nc1ccc(NC(=O)C(C)OC(=O)CSCc2cccc(Cl)c2)cc1 (stereo unspecified)	i	i	i	-20	i	i	i	i	i	i	1
Cc1ccc(NC(=O)/C(C#N)=C/c2cc(C)n(-c3ccc(N4CCOCC4)c([N+](=O)[O-])c3)c2C)c(C)c1	i	i	i	21	i	i	i	i	i	i	-3
COc1cccc(CCc2nnc(CCC(=O)N3CCCC3c3nccs3)o2)c1 (stereo unspecified)	i	i	i	-9	i	i	i	i	i	i	0
CCC1CCc2c(sc3nc(SCC(=O)NCc4ccco4)n(-c4ccccc4)c(=O)c23)C1 (stereo unspecified)	i	i	i	1	i	i	i	i	i	i	13
Cc1ccccc1NC(=O)CSCc1cc(=O)n2ccsc2n1	i	i	i	-4	i	i	i	i	i	i	5
CS(=O)(=O)N1CCN(Cc2cc(=O)n3ccsc3n2)CC1	i	i	i	-2	i	i	i	i	i	i	-2
CC(=O)c1ccc(NS(=O)(=O)c2ccc(C)cc2)cc1	i	i	i	3	i	i	i	i	i	i	0
CSc1ccccc1C(=O)N1CCN(c2cccc(Cl)c2)CC1	i	i	i	-6	i	i	i	i	i	i	4
O=C(O)CSc1nnc(NC(=O)CN2CCOCC2)s1	i	i	i	-5	i	i	i	i	i	i	3
Cc1nnc(NC(=O)c2ccc3ccccc3c2)o1	nt	i	nt	nt	nt	i	i	i	i	nt	2
CC(C)(C)OC(=O)NC1CONC1=O (stereo unspecified)	i	i	i	9	i	i	i	i	i	i	-4
O=C1Nc2cc(C(=O)N3CCN(Cc4ccccc4)CC3)ccc2SC1N1CCOCC1 (stereo unspecified)	i	i	i	-14	i	i	i	i	i	i	-1
